Source: PubChem BioAssay
ANO1 activ = mouse TMEM16A channel activation, primary screen. Q8BHY3. HEK293 TMEM16A/YFP-H148Q/I152L, iodide quench fluorescence; stronger effect = lower value. B-score at 10 µM. actives 0.3% (n = 340,000);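 active = fluorescence-ratio B-score plate-corrected deviation score at least 3 library SD below zero, with starting fluorescence score within 5 deviations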;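 note: channel opened by trigger with iodide after compound preincubation; score built on the fluorescence ratio of max minus min over baseline; more negative score means more quench and so TMEM16A activation or potentiation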
Target sequence (Q8BHY3 whole entry, looked up): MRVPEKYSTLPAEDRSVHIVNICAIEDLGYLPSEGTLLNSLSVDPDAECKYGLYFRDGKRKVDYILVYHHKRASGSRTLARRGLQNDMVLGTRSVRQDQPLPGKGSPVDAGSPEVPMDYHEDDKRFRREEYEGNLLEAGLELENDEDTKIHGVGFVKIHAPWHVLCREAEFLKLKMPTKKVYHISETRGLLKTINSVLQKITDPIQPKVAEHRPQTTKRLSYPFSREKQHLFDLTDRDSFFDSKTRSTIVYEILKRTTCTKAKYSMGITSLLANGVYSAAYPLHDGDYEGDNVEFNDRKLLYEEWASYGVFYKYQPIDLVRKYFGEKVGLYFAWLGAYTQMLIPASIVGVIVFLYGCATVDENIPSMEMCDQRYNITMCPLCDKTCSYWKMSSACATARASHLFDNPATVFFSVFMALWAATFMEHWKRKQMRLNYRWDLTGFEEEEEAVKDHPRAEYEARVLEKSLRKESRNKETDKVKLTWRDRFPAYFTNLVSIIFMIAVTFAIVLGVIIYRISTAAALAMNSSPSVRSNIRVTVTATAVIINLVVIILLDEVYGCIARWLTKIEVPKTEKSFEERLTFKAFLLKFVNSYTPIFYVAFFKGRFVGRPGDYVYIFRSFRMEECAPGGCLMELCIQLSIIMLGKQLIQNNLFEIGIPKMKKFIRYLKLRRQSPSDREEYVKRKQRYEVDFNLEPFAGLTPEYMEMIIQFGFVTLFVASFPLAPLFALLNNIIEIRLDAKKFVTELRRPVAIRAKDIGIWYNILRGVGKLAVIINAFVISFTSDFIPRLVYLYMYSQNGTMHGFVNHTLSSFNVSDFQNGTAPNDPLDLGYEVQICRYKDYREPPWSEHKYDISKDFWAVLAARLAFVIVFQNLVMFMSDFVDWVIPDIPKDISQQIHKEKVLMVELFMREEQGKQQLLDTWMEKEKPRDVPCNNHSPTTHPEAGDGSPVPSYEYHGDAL
DYRK1A inh = inhibitors of rat Dyrk1A kinase; inhibition, % at 12.5 µM; ADP-Glo luminescence, NFATc1 peptide; actives 0.43% (n = 310,000); AID 504441; in the data active = inhibition above about 50%;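 note: plate controls were vehicle with enzyme for no effect and no enzyme for full effect; many of its hits are not listed in these tables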
KCNK3 block = human KCNK3 channel inhibition, primary screen. O14649. CHO-KCNK3 thallium flux, FluxOR fluorescence; stronger effect = lower value. actives 0.84% (n = 340,000). B-score at 10 µM;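 active = B-score under library mean minus 4 SD, starting fluorescence ratio at most library mean plus 5 SD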;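 note: more negative B-score means stronger inhibition of thallium flux through KCNK3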
HDAC3 inh = human HDAC3 inhibition; recombinant HDAC3, fluorogenic peptide/trypsin coupled, fluorescence; O15379; inhibition, % at 8.3 µM; actives 0.15% (n = 320,000); in the data active = inhibition above about 26%, passing the limit was not always enough
Starred values were filed as active, the others as inactive; i = inactive. An excerpt; count on the stated rates, not on these rows.

#	mol	ANO1 activ	DYRK1A inh
1	COc1ccc(N2CCN(C(=O)c3cn(Cc4ccccc4)nc3-c3cccnc3)CC2)cc1	i	-3
2	CCOC(=O)[C@H]1[C@H]2COc3cc(OC)ccc3[C@@H]2N2C(=O)N(c3cccc(F)c3)C(=O)[C@@]12C	i	1
3	CN(C)S(=O)(=O)c1ccc(NC(=O)CSc2nnc(-c3ccco3)n2N)cc1	i	1
4	COc1cc(S(=O)(=O)N2CCOCC2)ccc1NC(=O)COC(=O)c1cc(OC)c(OC)c(OC)c1	i	0
5	COC(=O)[C@]1(Cc2ccccc2)N[C@H](CN(C)C(=O)Nc2ccc(Cl)cc2)[C@@H]2C(=O)N(Cc3ccccc3)C(=O)[C@@H]21	i	-4
6	COc1ccc(C2=CC(=O)C[C@H](c3ccc4c(c3)OCO4)C2)cc1	i	-2
7	COc1ccc(-c2ccc3oc(-c4ccsc4)cc(=O)c3c2)cc1F	i	-4
8	O=S(=O)(c1c(F)cccc1F)C1CCN(S(=O)(=O)c2ccc3c(c2)OCCO3)CC1	i	6
9	CCCn1c(N)c(C(=O)CSc2nc(N)cc(=O)[nH]2)c(=O)n(C)c1=O	i	2
10	Cc1cccc(N2CCN(C(=O)c3oc4ccc(Br)cc4c3C)CC2)c1C	i	5

#	KCNK3 block	HDAC3 inh
1	i	-4
2	i	4
3	i	2
4	i	-7
5	i	-4
6	i	-8
7	i	-3
8	i	-3
9	i	6
10	i	-2

(next part)
#	mol	ANO1 activ	DYRK1A inh
11	CN(C)C(=O)c1ccc(NC(=O)COC(=O)C2(c3ccccc3)CCCC2)cc1	i	3
12	CN(CC(=O)NCc1ccco1)CC(=O)Nc1c(Cl)cccc1Cl	i	-6
13	Cc1noc(C)c1NC(=O)Nc1ccc2c(c1)C(=O)N([C@H](C)CO)C[C@H](C)[C@H](CN(C)C)O2	i	7
14	Cn1c(SCC(=O)Nc2ccc(N3CCOCC3)cc2)nnc1C(F)(F)F	i	-3
15	O=C(CCC(=O)N1CCOCC1)NCCc1ccccc1	i	-3
16	CC1CCCCC12NC(=O)N(CC(=O)OCc1c(F)cccc1Cl)C2=O (stereo not given)	i	5
17	CC(C)(C)NC(=O)N1CCN(S(=O)(=O)c2ccc3c(c2)CCC3)CC1	i	1
18	Cc1nn(-c2ccccc2)c(Cl)c1C(=O)NNC(=O)c1ccccc1O	i	1
19	CC1CC1C(=O)OCC(=O)NNC(=O)c1ccc([N+](=O)[O-])cc1 (stereo not given)	i	-3
20	CCN(CC(=O)NCc1cccs1)C(=O)COc1cccc(C(F)(F)F)c1	i	2

#	KCNK3 block	HDAC3 inh
11	i	5
12	i	4
13	i	-2
14	i	-2
15	i	2
16	i	1
17	i	0
18	i	4
19	i	2
20	i	0

Next results:
#	mol	ANO1 activ	DYRK1A inh
21	O=C1NC[C@H](c2ccccc2)OC(=O)[C@H](Cc2ccc(F)cc2)C/C=C\C[C@@H]1CC(=O)N(CCO)Cc1ccccc1	i	7
22	Cc1ccc(S(=O)(=O)NCCNC(C)c2ccc(Br)cc2)cc1 (stereo not given)	i	-2
23	COc1ccc(CNC(=O)COC(=O)c2ccc(S(=O)(=O)NCc3ccco3)cc2)cc1	i	4
24	CCCCN1CC(=O)N2[C@H]3c4ccc(OC)cc4OC[C@@H]3[C@H](C(=O)OCC)[C@]2(C)C1=O	i	8
25	COc1ccc(NC(=O)COC(=O)CC2CCCCC2)cc1	i	0
26	O=C(CSc1nnc(COc2ccccc2Cl)o1)Nc1ccccc1	i	-1
27	O=C(Nc1ccccc1)c1nc[nH]c1C(=O)NCCNC(=O)c1[nH]cnc1C(=O)Nc1ccccc1	i	-1
28	CC(=O)c1ccc(NC(=O)COC(=O)CC2CC3CCC2C3)cc1 (stereo not given)	i	0
29	Cc1ccc(OCCC(=O)OCC(=O)NC2CCCC(C)C2C)cc1 (stereo not given)	i	-7
30	CN(CC(=O)Nc1ccccc1Cl)C(=O)CN1C(=O)C2CC=CCC2C1=O (stereo not given)	i	-1

#	KCNK3 block	HDAC3 inh
21	i	4
22	i	6
23	i	-2
24	i	2
25	i	1
26	i	3
27	i	2
28	i	1
29	i	0
30	i	-3

Next structures:
#	mol	ANO1 activ	DYRK1A inh
31	CCC(CO)Oc1cc(NC(=O)c2ccccc2F)c2ncn(C(C)C)c2c1 (stereo not given)	i	41
32	COc1ccc(CCNC(=O)COC(=O)Cc2c[nH]c3ccccc23)cc1OC	i	-3
33	CCOC(=O)c1c(C)[nH]c(C)c1C(=O)COC(=O)/C=C/c1ccccc1[N+](=O)[O-]	i	3
34	O=C(c1cn(-c2ccccc2)nc1-c1cccnc1)N1CCN(S(=O)(=O)c2ccccc2F)CC1	i	-3
35	CCOC(=O)[C@H]1[C@H]2COc3ccc(OC)cc3[C@@H]2N2C(=O)CN(CC3CCCO3)C(=O)[C@@]12C (stereo not given in full)	i	1
36	CCOc1ncccc1C(=O)Nc1ccc(S(=O)(=O)N2CC(C)CC(C)C2)cc1 (stereo not given)	i	-3
37	CC(Oc1ccc(Cl)cc1)C(=O)Nc1ccccc1N1CCOCC1 (stereo not given)	i	-2
38	O=C(COC(=O)c1cc[n+]([O-])cc1)Nc1ccc(Cl)c(C(F)(F)F)c1	i	15
39	CC(=O)c1cccc(NC(=O)CSc2n[nH]c(-c3ccncc3)n2)c1	i	2
40	Cc1cc(C)cc(NC(=O)C(c2ccccc2)N2CCN(CC(=O)NC3CC3)CC2)c1 (stereo not given)	i	-4

#	KCNK3 block	HDAC3 inh
31	i	4
32	i	-11
33	i	-4
34	i	-5
35	i	8
36	i	-6
37	i	-8
38	i	-2
39	i	7
40	i	0

(list continues)
#	mol	ANO1 activ	DYRK1A inh
41	CC(NC(=O)COC(=O)c1ccc(N2CCCC2=O)cc1)c1ccc(F)cc1 (stereo not given)	i	5
42	CCCCCOc1ccc(C(=O)Nc2ccc(N3CCOCC3)cc2N2CCOCC2)cc1	i	3
43	CC1(C)CC(NC(=O)c2cc(S(=O)(=O)N3CCOCC3)ccc2Cl)CC(C)(C)N1	i	-5
44	NC(=O)C1CCN(C(=O)c2cc(-c3ccc(Cl)cc3)nc3ccccc23)CC1	i	3
45	C=CCN(Cc1cccs1)C(=O)COc1ccc2c(c1)OCO2	i	-2
46	COc1ccc(-c2cccc(-c3nc4ccc(Cl)cn4c3NC3CCCCC3)c2)cc1	i	1
47	O=C(COC(=O)c1ccccc1)NC12CC3CC(CC(C3)C1)C2	i	-6
48	O=C(COc1ccc(Cl)c2cccnc12)N1CCOCC1	i	2
49	COc1cccc(NC(=O)CSc2cccc[n+]2[O-])c1	i	-4
50	O=C(CCNC(=O)c1ccc(Cl)cc1)NC1CCCc2ccccc21 (stereo not given)	i	0

#	KCNK3 block	HDAC3 inh
41	i	-2
42	i	2
43	i	-9
44	i	14
45	i	-3
46	i	-5
47	i	6
48	i	-8
49	i	-4
50	i	2

Grouped by structure: the entries above containing bromine.
#	mol	ANO1 activ	DYRK1A inh
10	Cc1cccc(N2CCN(C(=O)c3oc4ccc(Br)cc4c3C)CC2)c1C	i	5
22	Cc1ccc(S(=O)(=O)NCCNC(C)c2ccc(Br)cc2)cc1 (stereo not given)	i	-2

#	KCNK3 block	HDAC3 inh
10	i	-2
22	i	6

(listing goes on)
#	mol	ANO1 activ	DYRK1A inh
51	CCc1noc(C)c1C(=O)OCC(=O)Nc1nc(-c2ccc(F)c(F)c2)cs1	i	-2
52	COc1ccccc1C(=O)NC(=O)COC(=O)c1oc2ccccc2c1C	i	0
53	COc1ccc(NC(=O)N(C)C[C@H]2Oc3ccc(NC(=O)CCN4CCOCC4)cc3C(=O)N([C@@H](C)CO)C[C@H]2C)cc1	i	-14
54	O=C(O)Cc1sc(Nc2cccc3ccccc23)nc1-c1ccccc1	i	3
55	O=C(NCc1cccc2ccccc12)c1cccs1	i	4
56	O=C(NCC(=O)N1CCCC(C(F)(F)F)C1)c1ccco1 (stereo not given)	i	-2
57	COc1ccccc1-n1cnnc1SCC(=O)NC1CCCCC1	i	0
58	Cc1c(C(=O)OCC(=O)NCC2CCCO2)oc2ccccc12 (stereo not given)	i	1
59	O=C(O)c1cc(S(=O)(=O)NCCCN2CCCC2=O)ccc1Cl	i	-2
60	Cc1ccccc1C(=O)NCC(=O)NNC(=O)c1cccc(Cl)c1	i	-3

#	KCNK3 block	HDAC3 inh
51	i	5
52	i	2
53	i	-3
54	i	8
55	i	-8
56	i	-2
57	i	9
58	i	-9
59	i	1
60	i	-3

Next structures:
#	mol	ANO1 activ	DYRK1A inh
61	Cc1ccc(-c2nc(CC(=O)Nc3cccc(S(=O)(=O)NC4=NCCC4)c3)cs2)cc1	i	-2
62	O=Cc1ccc(C(=O)OCC(=O)NCc2ccco2)cc1	i	1
63	O=C(COC(=O)/C=C/c1ccccc1)NCc1ccc2c(c1)OCO2	i	0
64	CCCN(CC(=O)Nc1ccc(F)c(F)c1F)C(=O)c1ccc(N2CCCC2=O)cc1	i	1
65	Cc1ccc(S(=O)(=O)N(C)C[C@@H]2Oc3ccc(NC(=O)Cn4cnnn4)cc3C(=O)N([C@@H](C)CO)C[C@H]2C)cc1	i	6
66	Cc1cnc(C(=O)OCC(=O)Nc2cccc3ccccc23)cn1	i	-4
67	O=C(COC(=O)c1c(Cl)cccc1Cl)NCc1cccs1	i	0
68	O=C(N[C@H]1C/C=C\C[C@@H](CC(=O)N(CCO)Cc2ccccc2)C(=O)N2CCC[C@@H]2COC1=O)OCC1c2ccccc2-c2ccccc21	i	-10
69	C[C@@H](NC(=O)c1[nH]cnc1C(=O)Nc1nccs1)c1ccccc1	i	0
70	O=C(Nc1cccc(F)c1)C1CCCN(C(=O)c2ccc(Cl)cc2)C1 (stereo not given)	i	-1

#	KCNK3 block	HDAC3 inh
61	i	1
62	i	2
63	i	-4
64	i	3
65	i	-2
66	i	-3
67	i	-1
68	i	4
69	i	1
70	i	4

New compounds follow
#	mol	ANO1 activ	DYRK1A inh
71	O=C1CN(C(=O)COC(=O)c2ccc(Br)o2)c2ccccc2N1	i	4
72	C[C@H]1O[C@@H](O[C@H]2CC[C@@]3(C)C(CC[C@]4(C)C3C=C[C@]35OC[C@@]6(CCC(C)(C)C[C@H]63)[C@@H](O)C[C@]54C)[C@]2(C)CO)[C@H](O)[C@@H](O[C@@H]2O[C@H](CO)[C@@H](O)[C@H](O)[C@H]2O)[C@H]1O (stereo not given in full)	i	-6
73	CCCC(=O)Nc1ccc(C(=O)COC(=O)C2CC2)cc1	i	0
74	C[C@H](CO)N1C[C@H](C)[C@@H](CN(C)Cc2ccncc2)Oc2c(NC(=O)C3CC3)cccc2C1=O	i	-2
75	C[C@H](CO)N1C[C@H](C)[C@@H](CN(C)S(=O)(=O)c2cccs2)Oc2ccc(NC(=O)Nc3ccc(C(F)(F)F)cc3)cc2C1=O	i	4
76	COc1cc2sc(-c3ccccc3OC)c(-c3ccc(OCCN4CCCCC4)cc3)c2cc1OC	i	-3
77	CCOc1ccc(C(=O)NCC(=O)OCCN2C(=O)c3ccccc3C2=O)cc1OCC	i	1
78	CC1CC(C)CN(C(=O)COC(=O)c2cncc(Br)c2)C1 (stereo not given)	i	0
79	CC1(C)CC[C@]2(C(=O)O[C@@H]3OC(CO)[C@@H](O)[C@H](O)[C@H]3O)CC[C@]3(C)C(=CCC4[C@@]5(C)CC[C@H](O[C@@H]6OC(C(=O)O)[C@@H](O)[C@H](O)[C@H]6O)C(C)(C)C5CC[C@]43C)[C@@H]2C1 (stereo not given in full)	-8.8*	-8
80	Cc1ccc(S(=O)(=O)N2CCOCC2)cc1NC(=O)CSc1nnc(NC2CC2)s1	i	1

#	KCNK3 block	HDAC3 inh
71	i	1
72	i	-6
73	i	-5
74	i	-1
75	i	15
76	i	12
77	i	1
78	i	3
79	i	1
80	i	-5

More structures
#	mol	ANO1 activ	DYRK1A inh
81	COc1ccc(NC(=O)CSc2nc(C)cs2)c([N+](=O)[O-])c1	i	-2
82	COc1cccc(NC(=O)CN(C)C(=O)C2CC3C=CC2C3)c1 (stereo not given)	i	4
83	CCN(c1ccccc1)S(=O)(=O)c1ccc(N2CCN(c3ccc(O)cc3)CC2)nc1	i	-2
84	CCOc1ccc(C(=O)NCC(=O)Nc2ccncc2)cc1OCC	i	-5
85	O=C1COc2ccc(C(=O)COC(=O)c3c(F)cccc3Cl)cc2N1	i	1
86	O=C(NCCOC(=O)c1ccccc1)c1ccccc1	i	8
87	COc1ccc(-c2c(C#Cc3ccsc3)c3cc(-c4ccc(OC)c(F)c4)ccc3n2C)cc1	i	-4
88	COC(=O)[C@@]12CCCN1[C@H](c1ccc(-c3ccc(Cl)c(Cl)c3)c(OC)c1)[C@H]1C(=O)N(C)C(=O)[C@H]12	i	2
89	O=C(CCNC(=O)c1ccccc1Cl)Nc1ccc(S(=O)(=O)Nc2nccs2)cc1	i	0

#	KCNK3 block	HDAC3 inh
81	i	-1
82	i	7
83	i	9
84	i	3
85	i	-1
86	i	-5
87	i	4
88	i	16
89	i	2

Shown with values under each structure: 2 of the compounds above
Sequence of screens: ANO1 activ | DYRK1A inh | KCNK3 block | HDAC3 inh
(87) COc1ccc(-c2c(C#Cc3ccsc3)c3cc(-c4ccc(OC)c(F)c4)ccc3n2C)cc1
→ i | -4 | i | 4
(81) COc1ccc(NC(=O)CSc2nc(C)cs2)c([N+](=O)[O-])c1
→ i | -2 | i | -1
